From PubChem BioAssay
Polio RdRp inh: poliovirus RNA polymerase inhibition; hit rate 0.66% among 150,000; AID 588519; poliovirus polymerase elongation, fluorescence polarization; hits give low values; % elongation, % (compound at 16.7 µg/mL); in the data active means % elongation below about 90%; further: some results filed as inactive read as strong as hits
Target sequence (P03300 1749-2209 limits assumed): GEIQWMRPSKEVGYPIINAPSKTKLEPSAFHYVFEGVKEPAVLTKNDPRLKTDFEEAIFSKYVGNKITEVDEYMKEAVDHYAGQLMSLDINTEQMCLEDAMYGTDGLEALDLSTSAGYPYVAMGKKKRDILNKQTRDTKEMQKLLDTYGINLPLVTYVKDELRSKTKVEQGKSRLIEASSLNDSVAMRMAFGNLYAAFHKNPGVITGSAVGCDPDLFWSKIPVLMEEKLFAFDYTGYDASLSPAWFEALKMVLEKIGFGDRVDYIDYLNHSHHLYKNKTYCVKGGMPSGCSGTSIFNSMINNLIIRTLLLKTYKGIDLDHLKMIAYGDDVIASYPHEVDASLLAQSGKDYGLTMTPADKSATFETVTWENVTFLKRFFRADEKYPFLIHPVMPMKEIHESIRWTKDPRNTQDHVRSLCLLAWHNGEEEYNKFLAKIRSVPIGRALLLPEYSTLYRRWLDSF
Polio RdRp inh FP z-score: recorded beside Polio RdRp inh, whose call it bears; z-score; measured here: FP z-score; hits read low
* marks the source's active call; other numbers are inactive results; & = joins results of further samples. Some of the compounds tested. The share of hits here may be higher or lower than overall.

smiles | Polio RdRp inh | Polio RdRp inh FP z-score
COc1ccc(-c2csc(-n3[nH]c(C)c(C(c4ccc(Cl)cc4)C(C#N)C(N)=O)c3=O)n2)cc1 (configuration not stated) | 101 | 0.3
COCC(C)NS(=O)(=O)c1c(C)cc(C)cc1C (configuration not stated) | 107 | 0.5
CCC1CCCCN1CN1C(=O)c2cc(Cl)c(Cl)cc2C1=O (configuration not stated) | 104 | 0.2
O=c1cc(CSc2nc3ccccc3o2)[nH]c(=S)[nH]1 | 100 | -0.4
COc1ccc(CCNC(=O)C(=O)NCC(c2ccco2)S(=O)(=O)c2cccs2)cc1 (configuration not stated) | 113 | 1.3
C=CCc1ccc(O)c(OC)c1 | 101 | 0.3
Cc1cc(C)cc(OCc2ccc(C(=O)NN)o2)c1 | 103 | 0.1
CCOc1ccc2c(c1)-c1c(ssc1=Nc1ccc(NC(C)=O)cc1)C(C)(C)N2 | 101 | 0.1
CCN1C(=O)/C(=C\c2ccc(-c3ccc(Br)cc3C(=O)O)o2)N(CC)C1=S | 105 | 1.2
CCOc1cc(C(=O)OCc2cc(=O)n3nc(CC)sc3n2)cc(OCC)c1OCC | 102 | -0.8
CC(=O)Oc1ccc(C(=O)N2CCc3ccccc3C2)cc1 | 102 | -0.1
Cn1c(C(=O)NCCc2ccccc2)cc2c(=O)n3ccccc3nc21 | 108 | 0.2
O=C(c1cc2c(c3ccccc13)NC1CCC2(C(F)(F)F)O1)C(F)(F)F (configuration not stated) | 107 | 1.5
CCC(=O)N1CCCc2cc(S(=O)(=O)Nc3ccc(C)c(C)c3)ccc21 | 104 | -1
CCC(=O)c1c(-c2ccccc2)nc2n(CCN(CC)CC)c3ccccc3n12 | 98 | -1.2
Cc1cccc(-c2nc(CSCC(=O)N3CCN(c4cccc(C)c4C)CC3)c(C)o2)c1 | 103 | -0.4
Cc1ccc(O)c(-c2cc(C(F)(F)F)no2)c1 | 103 | 0.1
CCc1cc(=O)[nH]c(SCc2nc(-c3ccc(C(F)(F)F)cc3)no2)n1 | 112 | 1.2
Cc1ccc(-c2nc(CS(=O)(=O)CC(=O)N3CCN(c4ccccc4)CC3)c(C)o2)cc1 | 106 | 0.1
Cc1nn(CC(=O)NC2CCCC2)c2ccccc12 | 104 | 0.2

Random excerpt: 3 records from the list.
smiles | Polio RdRp inh | Polio RdRp inh FP z-score
Cc1cc(C)cc(OCc2ccc(C(=O)NN)o2)c1 | 103 | 0.1
CCC(=O)N1CCCc2cc(S(=O)(=O)Nc3ccc(C)c(C)c3)ccc21 | 104 | -1
CC(=O)Oc1ccc(C(=O)N2CCc3ccccc3C2)cc1 | 102 | -0.1

Next entries
smiles | Polio RdRp inh | Polio RdRp inh FP z-score
CCN(CCCNC(=O)c1nn(-c2ccc(C)cc2)c(=O)c2c1c1ccccc1n2C)c1cccc(C)c1 | 106 | -0.3
CCCCOc1nnc(-c2ccc(OCC)cc2)c2ccccc12 | 108 | -0.4
Cc1cc(NNC(=O)c2ccccc2)nc(NNC(=O)c2ccccc2)n1 | 100 | -0.2
Cn1cnc2c(cnn2-c2ccc(F)cc2)c1=O | 104 | 0.6
Cc1nc2c3ccccc3nc(SCc3cccc(C(F)(F)F)c3)n2n1 | 102 | 0.1
CCN(CC)S(=O)(=O)c1ccc(-c2nnc(SCC(=O)O)n2CC)cc1 | 99 | -0.4
CCCNC(=O)c1ccc(-c2nn(C)c(=O)c3ccccc23)cc1 | 99 | -0.7
CC1(C(=O)Nc2nccs2)Cc2ccccc2C(=O)O1 (configuration not stated) | 103 | 0.1
COC(=O)c1noc(-c2ccccc2)n1 | 103 | -0.1
N/C(=N\N=C1CCCCCC1)SCn1nnc2ccccc2c1=O | 90* | -0.9*
CSc1ccccc1NS(=O)(=O)c1cccs1 | 99 | -0.4
Brc1ccc2c(c1)c1ccccc1n2CN1CCCCC1 | 106 | 0.7
O=C1CC(c2ccccc2)Sc2nc(-c3ccc(F)cc3)nn21 (configuration not stated) | 106 | 0.4
Cc1ccccc1OCC(=O)Nc1ccc2nc(SCC(=O)N3CCc4ccccc43)sc2c1 | 101 | -1.3
O=C(CSc1ccccn1)NCc1ccccc1 | 110 | 0.8
COc1ccccc1-c1nnc(C2CCN(S(=O)(=O)c3ccc(Cl)s3)CC2)o1 | 99 | -0.1
CSc1nc2c(c(-c3ccccc3)c1C#N)C(=O)CC(C)(C)C2 | 105 | 0.8
CS(=O)(=O)Nc1ccc(C(=O)Nc2ccccc2)cc1 | 100 | -0.3
Cc1cc2c(s1)CCc1cc(C(=O)O)sc1-2 | 101 | 0.3
COc1cccc(NC(=O)CCCOc2cc(=O)n(C)c3ccccc23)c1 | 100 | -0.4
CN(CC(=O)N1CC=C(c2ccccc2)CC1)S(=O)(=O)c1cnc[nH]1 | 102 | -0.6
Cc1cc(SCC(=O)NC(=O)NCc2ccco2)nc2c(C)cccc12 | 103 | 0.1
N#CC(C(=O)N1CCCC1)C(=S)Nc1cccc(C(F)(F)F)c1 (configuration not stated) | 98 | -0.9
CCCCC/C=C\C[C@@H](/C=C/C=C\C/C=C\CCCC(=O)O)OO | 99&99 | -0.9&-0.2
Cc1ccc(N2CCN(C(=O)CCc3c(C)nc4c(c3C)c(=O)n(C)c(=O)n4C)CC2)c(C)c1 | 108 | 0.3
Cc1c(NC(=O)CC(O)(C(F)(F)F)C(F)(F)F)c(=O)n(-c2ccccc2)n1C | 100 | 0.1
Cc1ccc(NC(=O)CSc2nc(-c3ccc(F)cc3)nc3c2Cc2c(CO)cnc(C)c2O3)cc1C | 106 | -0.1
CN(C(=O)c1ccc(S(=O)(=O)N2CCCC2)cc1)C1CCCCC1 | 101 | -0.2
Cc1cccc(-c2nc(-c3ccc(N4CCN(c5ccc(C(F)(F)F)cn5)CC4)nc3)no2)c1 | 102 | -0.1
Cc1ccc2c(=O)c(C(=O)c3cccc(Cl)c3)cn(CC(=O)NCC3CCCO3)c2n1 (configuration not stated) | 101 | 0
O=C1NCCCc2nc(Oc3ccccc3)sc21 | 107 | 0.5
O=C(CNCCc1ccc(F)cc1)N1N=C(c2ccc(Cl)cc2)CC1c1ccco1 (configuration not stated) | 96 | -0.8
Cc1ccccc1-n1c(=S)[nH]c2nc3c(cc2c1=O)CCCC3 | 104 | 0.6
CCN(CC)Cc1nc2ccccc2n1C | 102 | -0.2
CSc1nc2c(c(=O)[nH]1)C(c1cc(C)ccc1C)CC(=O)N2 (configuration not stated) | 99 | -1.4
Cc1cn2c(=O)c(C(=O)N3CCN(C(c4ccccc4)c4ccccc4)CC3)cnc2s1 | 103 | 0.4
O=C(NCCc1ccccc1)c1noc2c1CCc1ccccc1-2 | 101 | -0.2
O=C(c1ccccc1)N1CCN(c2ccc(NCc3ccc4c(c3)OCO4)cc2)CC1 | 101 | 0
Cc1cc(=O)oc2c(CN(C)C)c(O)ccc12 | 98 | -0.5
COCCNC(=O)C1CCN(C(=O)C(C)(C)C)CC1 | 98 | -0.8
CCn1c(SC(C)C(=O)c2ccc(Br)cc2)nnc1-c1cccs1 (configuration not stated) | 103 | -0.5
O=c1oc2ccccc2n1Cn1c(=O)oc2ccccc21 | 104 | 0.1
COc1cccc(-n2cc(C(=O)OCc3ccc(F)c(F)c3)c3ccccc3c2=O)c1 | 109 | 0.3
CCn1c(=O)c2cc(C(=O)N3CCN(Cc4ccccc4)CC3)sc2c2ccccc21 | 105 | 1.7
Nc1c(-c2nc(-c3cccs3)no2)nnn1-c1cccc(F)c1 | 115 | 0
O=c1[nH]cnc2c1sc1nc(-c3ccccc3)cc(-c3ccccc3)c12 | 109 | 0.6
COc1ccc(C(C(=O)NCc2ccccc2)N(C(=O)Cn2nnc3ccccc32)c2ccc(F)cc2)cc1 (configuration not stated) | 104 | -0.7
COc1cccc(-n2c(=S)sc3c(=O)n4[nH]c(=O)c5ccccc5c4nc32)c1 | 96 | -1
CCCCCn1c(=N)n(CC(O)COc2cccc(C)c2)c2ccccc21 (configuration not stated) | 105 | 0.1
O=C(c1ccc2c(c1)N(Cc1ccc(Cl)cc1)C(=O)c1ccccc1S2(=O)=O)N1CCN(Cc2ccccc2)CC1 | 109 | 0.5
Brc1ccc(-c2nnc(CC34CC5CC(CC(C5)C3)C4)o2)cc1 | 101 | 0
Nc1ccccc1Oc1ccccc1 | 100 | -0.4
CC1=C(C(=O)Nn2cnc3cccc(F)c3c2=N)Sc2ccccc2N1 | 102 | -0.3
CCC(C)NC(=O)CC(c1ccc(OC)cc1)n1cccc1 (configuration not stated) | 101 | -0.9
NC(=O)COC(=O)c1cccc(S(=O)(=O)N2CCc3ccccc3C2)c1 | 103 | -0.2
Cc1ccn2c(Nc3ccc(C(C)C)cc3)c(-c3cccnc3)nc2c1 | 109 | 0
COc1ccc(NC(=O)OCC(F)(F)F)cc1 | 103 | 0.4
CCc1cc2c(cc3c(=O)n(CCCC(=O)NCc4cccc(Cl)c4)ncn32)s1 | 106 | 0
COc1ccccc1N(C)C(=O)CCS(=O)(=O)c1ccc2c(c1)OCC(=O)N2 | 104 | 0.3
Cc1cccc(-c2noc(CNC(=O)c3ccccc3Br)n2)c1 | 108 | 0.1

The list continues.
smiles | Polio RdRp inh | Polio RdRp inh FP z-score
CCOC(=O)c1nc2ccccc2c(=O)[nH]1 | 104 | 1
N#C/C(=C\c1ccc(Cl)cc1Cl)c1c[nH]c2ccccc12 | 108 | 0.4
CCC(Sc1nc2ncccc2[nH]1)C(=O)Nc1ccccc1F (configuration not stated) | 116 | 1
Cc1ccc2oc(=O)c3cnn(CC(=O)NCCCN4CCC(C)CC4)c3c2c1 | 103 | 0.5
COC(=O)c1c(O)c(C=Nc2ccc(Br)cc2)c(=O)n2c1CCC2 | 111 | 1.5
Nc1ncc(Br)cc1S(=O)(=O)NCc1cccnc1 | 104 | 0.9
Cc1ccc(N2CCN(C(=O)c3cc(S(=O)(=O)N4CCCCC4)c[nH]3)CC2)c(C)c1 | 107 | 0.3
COc1ccc(CN2C(=O)C(C)N(c3ccc(C)cc3)C2=O)cc1F (configuration not stated) | 106 | 0.4
Cn1c(NC(=O)Cc2ccccc2)cc(=O)n(C)c1=O | 100 | -0.3
CC1CN(C(=O)n2ccnc2)c2ccccc2S1 (configuration not stated) | 102 | 0.1
CCCOc1ccc(C2=NC(c3ccc(F)cc3)=Nc3ccc(OC)cc3N2)cc1 | 96 | -2.8
Cc1ccc(OCCCCn2c(CCNC(=O)C(C)(C)C)nc3ccccc32)cc1 | 110 | 0.7
Cc1ccc2c(CN3CCCCCC3)cc(=O)oc2c1 | 101 | -0.4
CCN(CC)C(=S)NC(=O)C12CC3CC(CC(C3)C1)C2 | 101 | -0.3
CC1(C(=Nc2ccc(Cl)cc2)C(=O)Nc2ccc(Cl)cc2)OC(=O)C[n+]2ccccc21 (configuration not stated) | 104 | 0.6
COc1ccc(C(=O)CSc2nnc(-c3ccoc3C)n2CC(C)C)cc1 | 104 | 0.8
Cc1ccn(CCCNC(=O)c2cn(C(C)c3ccccc3F)nn2)n1 (configuration not stated) | 101 | -0.3
Cc1nnc(CSc2nnc(COc3ccccc3)o2)o1 | 104 | 0.5
COCC(=O)NCc1nc2cccnc2n1Cc1ccc(F)cc1 | 106 | -0.4
COc1ccc(N2CCN(C(=O)c3cc4c(s3)-c3c(C)cccc3OC4)CC2)cc1 | 99 | -1.6
CC(C)CC(=O)N1CCN(Cc2ccc(Cl)cc2)CC1 | 101 | -0.1
CCCn1c2ccccc2c2ccccc21 | 101 | -0.2
CC(C)c1ccccc1OCC(=O)NC(C)C1CCCO1 (configuration not stated) | 100 | -1.1
Cc1noc(C)c1CCC(=O)N1CCC(c2c[nH]c3ccccc23)(c2c[nH]c3ccccc23)CC1 | 106 | 1.5
O=S(=O)(c1cccs1)N1CCN(CCO)CC1 | 98 | -0.3
COc1cc(/C=C/C(=O)N(Cc2nnc(-c3ccc(Cl)cc3)o2)C2CCCC2)cc(OC)c1OC | 102 | -0.2
O=C(COC(=O)C1CC2CCCC(C1)C2=O)Nc1cccc2nsnc12 (configuration not stated) | 102 | 0
CCOc1cccc(OCCOc2ccc(F)cc2)c1 | 101 | 0.2
CCOC(=O)N1CCN(C(=O)CSCC(=O)N=c2sc3ccccc3n2C)CC1 | 104 | 0.6
CCCn1c(=O)c(CC(=O)OCC)c(O)c2ccccc21 | 101 | -0.7
CC1CCN(C(=O)Cn2c(=O)n(CCCCCC(=O)NCc3ccccc3Cl)c(=O)c3sccc32)CC1 | 108 | 0.6

Shown with values under each structure: 6 of the compounds above.
Fields – Polio RdRp inh, Polio RdRp inh FP z-score
CCCn1c2ccccc2c2ccccc21
    101, -0.2
CC(C)c1ccccc1OCC(=O)NC(C)C1CCCO1 (configuration not stated)
    100, -1.1
Cc1noc(C)c1CCC(=O)N1CCC(c2c[nH]c3ccccc23)(c2c[nH]c3ccccc23)CC1
    106, 1.5
O=S(=O)(c1cccs1)N1CCN(CCO)CC1
    98, -0.3
COc1cc(/C=C/C(=O)N(Cc2nnc(-c3ccc(Cl)cc3)o2)C2CCCC2)cc(OC)c1OC
    102, -0.2
O=C(COC(=O)C1CC2CCCC(C1)C2=O)Nc1cccc2nsnc12 (configuration not stated)
    102, 0

Shown with two lines to a compound: entries from further up.
Values run as follows: Polio RdRp inh	Polio RdRp inh FP z-score
COc1cc(/C=C/C(=O)N(Cc2nnc(-c3ccc(Cl)cc3)o2)C2CCCC2)cc(OC)c1OC
 : 102	-0.2
O=C(COC(=O)C1CC2CCCC(C1)C2=O)Nc1cccc2nsnc12 (configuration not stated)
 : 102	0
CCOc1cccc(OCCOc2ccc(F)cc2)c1
 : 101	0.2
CCOC(=O)N1CCN(C(=O)CSCC(=O)N=c2sc3ccccc3n2C)CC1
 : 104	0.6
